From PubChem
zfTRPN1 agonist: zebrafish TRPN1 (NompC) channel agonism; HEK293 zebrafish TRPN1-YFP, Fluo-8 calcium fluorescence; 100% = response to 87 µM carbachol; activation, % at 3 µM; actives 0.18% (n = 220,000); AID 1424;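 active = activation above its plate's cutoff, the mean activation of test wells on that plate plus 3 SD, cut at about 19% in these data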;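 note: 0% = DMSO alone and 100% = 87 µM carbachol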
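System: zebrafish TRPN1-YFP in HEK293 cells / Dosing: 3 µM single point / Timing: dye loading 1 h at 37 °C, then 30 min room temperature / Signal: Fluo-8 calcium fluorescence, excitation 470-495 nm, emission 515-575 nm / Read-out basis: percent activation from peak over basal fluorescence ratio, control-normalized / Control set: high carbachol 87 µM, low DMSO alone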
S1P4 ag: agonists of human S1P4 receptor; O95977; S1P4-expressing cell line, agonist reporter assay; activation, % at 4.98 µM; actives 0.35% (n = 220,000); AID 1509; in the data active = activation above about 11%;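 note: 0% = DMSO vehicle and 100% = reference agonist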
S1P4 antag: antagonists of human S1P4 receptor; AID 1510; S1P4-expressing cells, antagonist mode, reporter read-out; inhibition, % at 4.98 µM; O95977; actives 0.26% (n = 220,000); in the data active = inhibition above about 29%;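 note: 0% = wells stimulated with agonist and 100% = vehicle wells without agonist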
EP2 modulator: modulates human prostaglandin E2 receptor EP2 signaling | induction, % at 25 µM | EP2-expressing cells, cAMP HTRF FRET, PGE2 co-stimulation | actives 0.83% (n = 260,000);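 active = compounds whose cAMP rise, as percent of the full-agonist control response, exceeds 60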;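 note: rat C6 glioma line stably carrying human EP2 under a CMV promoter; the protocol text gives 20 µM as final concentration; 100% = response of wells given 1 µM PGE2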
NPY Y1 blocker: NPY-Y1 (human) receptor antagonism; P25929; HEK293-CNG Y1 cells, membrane potential fluorescence; NPY at EC95, then isoproterenol; inhibition, % at 3.6 µM; actives 1% (n = 200,000);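 active = inhibition above the campaign mean inhibition of all tested compounds plus 3 SD, cut at about 20% in these data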;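 note: 0% = DMSO wells given NPY plus isoproterenol and 100% = isoproterenol alone without NPY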
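Material: HEK293 Y1/CNG channel cell line; also added: NPY (25 nM), isoproterenol (1 µM), Ro 20-1724 (25 µM); doses: one concentration, 3.6 µM, in 0.4% DMSO; schedule: compound incubation 1 h at room temperature, readout 45 min post-stimulation; technique: membrane potential fluorescence; measure: fluorescence ratio normalized to % inhibition between controls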
NPY1 pot ag: human NPY-Y1 potentiation or agonism, primary screen; P25929; activation, % at 3.6 µM; actives 0.37% (n = 220,000); NPY-Y1 expressing cells, potentiator/agonist activation; in the data active = activation above about 33%, passing the limit was not always enough;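 note: cells stimulated with NPY at EC10 then isoproterenol at EC100; 0% = low agonist plus stimulus and 100% = saturating agonist plus stimulus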
TRPML3 ag: human mucolipin-3 channel agonism. HEK293 TRPML3-YFP, Fluo-8 calcium fluorescence; 100% = the carbachol control signal. activation, % at 3 µM. actives 0.29% (n = 220,000). Q8TDD5. AID 1448;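 active = activation above its plate's cutoff, the mean activation of the plate's test wells plus 3 SD, cut at about 12% in these data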;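 note: 0% = DMSO only wells and 100% = carbachol wells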
Target sequence (Q8TDD5 whole entry, looked up): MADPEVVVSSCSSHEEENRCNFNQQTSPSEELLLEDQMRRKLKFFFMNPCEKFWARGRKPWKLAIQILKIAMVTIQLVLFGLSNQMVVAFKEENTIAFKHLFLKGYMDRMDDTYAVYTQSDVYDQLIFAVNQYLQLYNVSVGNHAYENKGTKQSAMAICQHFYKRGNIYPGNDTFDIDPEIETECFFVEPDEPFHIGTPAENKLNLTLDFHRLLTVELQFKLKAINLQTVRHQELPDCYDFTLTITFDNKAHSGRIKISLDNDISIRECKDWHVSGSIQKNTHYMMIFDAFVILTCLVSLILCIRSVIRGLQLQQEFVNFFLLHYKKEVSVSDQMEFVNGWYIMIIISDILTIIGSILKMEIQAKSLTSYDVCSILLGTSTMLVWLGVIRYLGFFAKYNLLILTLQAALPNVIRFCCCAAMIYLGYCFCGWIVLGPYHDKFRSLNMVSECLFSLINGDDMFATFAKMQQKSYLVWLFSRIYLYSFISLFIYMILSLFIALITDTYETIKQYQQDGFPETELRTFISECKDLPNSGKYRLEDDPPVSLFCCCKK
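system = HEK293 cells stably carrying human TRPML3-YFP | doses = one concentration, 3 µM nominal, 0.3% DMSO | timing = dye loading 1 h 37 °C then 30 min ambient, 125 s read | detection = Fluo-8 calcium dye fluorescence, ex 470-495, em 515-575 nm | benchmarks = high control carbachol 87 µM, low control DMSO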
CHOP inhibitor: blocks CHOP induction under ER stress; inhibition, % at 10 µM; CHO-K1 CHOP-promoter luciferase, tunicamycin-induced, 15-18 h; AID 2732; actives 3.8% (n = 220,000);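 active = compounds that reduced the stress-induced luciferase reporter signal by more than about 70% of percent inhibition, limit read from the data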;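 note: 0% = tunicamycin plus vehicle and 100% = wells without tunicamycin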
NPY2 pot ag: potentiators or agonists of human neuropeptide Y receptor Y2 | cells expressing NPY-Y2, potentiator/agonist read-out | activation, % at 3.6 µM | actives 0.45% (n = 220,000); in the data active = activation above about 27%;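 note: cells stimulated with NPY near EC25 plus isoproterenol at EC100; 0% = vehicle plus submaximal agonist and 100% = vehicle plus saturating agonist; some results beyond the cut were filed as inactive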
Target sequence (P49146 whole entry, looked up): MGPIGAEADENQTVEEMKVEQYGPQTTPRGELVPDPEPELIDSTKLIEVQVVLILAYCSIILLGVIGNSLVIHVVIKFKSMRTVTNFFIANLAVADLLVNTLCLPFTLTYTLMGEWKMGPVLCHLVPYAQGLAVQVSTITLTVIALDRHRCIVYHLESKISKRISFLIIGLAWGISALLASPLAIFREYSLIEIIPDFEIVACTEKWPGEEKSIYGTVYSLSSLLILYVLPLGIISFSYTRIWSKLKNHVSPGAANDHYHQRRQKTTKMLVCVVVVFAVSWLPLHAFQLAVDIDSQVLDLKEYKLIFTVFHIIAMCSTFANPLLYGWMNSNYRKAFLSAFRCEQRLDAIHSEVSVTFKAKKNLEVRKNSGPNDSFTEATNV
* hit, by the source's call; / = not tested or not shown; & = joins results of further samples.

Molecule | zfTRPN1 agonist | S1P4 ag | S1P4 antag | EP2 modulator | NPY Y1 blocker | NPY1 pot ag | TRPML3 ag | CHOP inhibitor | NPY2 pot ag
Cc1ccc2oc(=O)c3cnn(CC(=O)N4CCN(c5ccccn5)CC4)c3c2c1 | 2.3 | 1.6 | 7.1 | -4.9 | -2.2 | 6.0 | 0.1 | -13.5 | 5.4
COc1ccc(/C=C/C(=O)c2nc3ccccc3n2CC(=O)c2ccc(OC)cc2)cc1 | -1.0 | -0.5 | -4.5 | -0.5 | 4.4 | -5.1 | -1.3 | 41.2 | -11.5
CC(NC(=O)COC(=O)[C@@H]1CCCN1S(=O)(=O)c1ccccc1F)C12CC3CC(CC(C3)C1)C2 (stereo not given in full) | -1.0 | 0.3 | -7.4 | 8.1 | 11.8 | -25.5 | 0.7 | 40.4 | -3.0
C/C(=N\NC(=S)NCCc1ccccc1)c1ccc(C)cc1 | -0.4 | -0.7 | -16.8 | 55.2 | 9.7 | -27.5 | -1.7 | 18.5 | -20.3
CCn1c(SCC(=O)c2ccccc2)nnc1-c1cnccn1 | 1.1 | 0.9 | -11.8 | 8.9 | -3.6 | -1.9 | -0.2 | 10.9 | 13.8
CCOc1ccc(NC(=O)c2cccc3c2C(=O)N(CCOC)C3)cc1 | 0.2 | 1.7 | -3.7 | -4.4 | 4.0 | -4.8 | 1.0 | -33.1 | 0.1
COC(=O)c1c(NC(=S)Nc2ccc(C(=O)N3CCOCC3)cc2)sc2c1CCC2 | -0.1 | 2.2 | 2.0 | 13.0 | -0.6 | 4.1 | 0.5 | 3.6 | -3.4
COc1ccccc1N1CCN(CC(=O)N(CC(C)C)c2c(N)n(CC(C)C)c(=O)[nH]c2=O)CC1 | 1.5 | 1.7 | -3.9 | 1.3 | 4.1 | -0.8 | 0.1 | -11.7 | -12.9
O=S(=O)(Nc1ccc2c(c1)OCCO2)c1ccc(Br)s1 | 2.4 | -3.4 | 4.9 | -3.2 | -5.1 | 11.6 | -0.6 | 2.0 | -9.8
COc1cccc(CNC(=O)CCN2C(=S)NC(C)(C)CC2C)c1 (stereo not given) | 1.7 | -0.1 | -13.2 | 10.6 | 4.7 | 12.0 | 0.5 | 12.1 | 4.7
CC(=O)N1CC=C2C(C#N)=C(N)C(C#N)(C#N)C(C)C2C1 (stereo not given) | 2.5 | 1.3 | -7.7 | 4.4&-19.2 | -3.8 | -5.3 | 1.1 | -0.4 | 12.4
COc1cc(S(N)(=O)=O)c(OC)cc1N | -0.3 | -0.8 | -5.0 | -24.8 | / | -7.7 | 0.6 | 12.4 | 11.1
O=C(c1ccc(-c2ccc([N+](=O)[O-])cc2Cl)o1)N1CCOCC1 | -0.1 | -0.9 | 6.4 | -31.7 | 3.7 | 7.0 | 0.1 | -19.7 | -12.3
Cc1nnsc1NC(=O)OCc1ccccc1Cl | 3.9 | -3.0 | -8.6 | -24.0 | 4.3 | -0.5 | 0.0 | -28.3 | -0.2
COc1ccc(-n2c(C)cc(C3=NNC(=NC4CC4)SC3)c2C)cc1 | -0.9 | 1.4 | 7.8 | -14.0 | -4.7 | -12.1 | -1.0 | 39.1 | 11.4
COc1ccc(OC)c(NC(=O)CSc2ccc3ccccc3c2)c1 | -0.4 | 0.6 | -17.6 | -20.9 | 6.9 | -48.8 | -0.9 | -10.1 | -25.1
O=C(COc1ccc2c(c1)OCO2)Nc1ccccc1F | -0.3 | 0.7 | 16.2 | -19.5 | 2.0 | -22.6 | 0.9 | -12.7 | -8.3
COC(=O)c1ccccc1NC(=O)c1ccc(COc2ccccc2)o1 | -1.2 | 1.5 | 2.3 | 40.0 | 17.6 | -79.4 | -0.7 | 23.3 | -40.7
CC[C@H](C)[C@H](NC(N)=O)C(=O)Nc1ccc(S(=O)(=O)NC(C)C)cc1 | 1.9 | -0.5 | -0.8 | 35.2 | / | 27.7 | 0.9 | 2.9 | -2.8
Cc1ccc(C)c(OCc2nc3ccccc3[nH]2)c1 | -2.0 | -0.1 | -5.0 | -39.8 | 3.6 | -3.9 | -1.1 | 12.9 | 1.3

Looked up by structure from the entries so far:
Molecule | zfTRPN1 agonist | S1P4 ag | S1P4 antag | EP2 modulator | NPY Y1 blocker | NPY1 pot ag | TRPML3 ag | CHOP inhibitor | NPY2 pot ag
O=C(c1ccc(-c2ccc([N+](=O)[O-])cc2Cl)o1)N1CCOCC1 | -0.1 | -0.9 | 6.4 | -31.7 | 3.7 | 7.0 | 0.1 | -19.7 | -12.3
COC(=O)c1c(NC(=S)Nc2ccc(C(=O)N3CCOCC3)cc2)sc2c1CCC2 | -0.1 | 2.2 | 2.0 | 13.0 | -0.6 | 4.1 | 0.5 | 3.6 | -3.4

The results go on.
Molecule | zfTRPN1 agonist | S1P4 ag | S1P4 antag | EP2 modulator | NPY Y1 blocker | NPY1 pot ag | TRPML3 ag | CHOP inhibitor | NPY2 pot ag
COC(=O)COc1ccc(Cl)cc1C1Nc2ccccc2C(=O)N1c1ccc(OC)cc1 (stereo not given) | -0.8 | 2.9 | -16.6 | 18.5 | 9.4 | 6.7 | 0.0 | 10.2 | -6.2
CCOc1cccc(SCc2noc(C(=O)NCCOC)c2C(=O)O)c1 | 0.1 | 3.0 | 4.1 | 8.8 | 0.8 | 11.9 | -0.9 | 14.9 | 2.0
CCOC(=O)c1c(NC(=O)c2c(Br)cnn2CC)sc(C)c1C | 0.2 | 1.9 | -17.4 | 72.7* | -3.5 | -20.3 | 0.9 | 51.0 | 6.7
O=C(CCl)Nc1ccc(N2CCCCCC2)cc1 | 1.9 | 0.0 | -0.4 | -9.1 | -2.7 | 2.8 | 0.5 | -43.6 | 4.0
NNC(=O)c1csc(-c2ccccc2)n1 | -3.2 | -0.6 | -0.7 | -14.9 | / | 0.9 | -0.8 | -4.4 | -9.4
CC12CNCC(C)(CN(C3(O)C(=O)Nc4ccc(Br)cc43)C1)C2=O (stereo not given) | -1.4 | -0.4 | 3.9 | -25.4 | -1.0 | 3.7 | -0.2 | -8.0 | -24.9
Cc1ccccc1N(CC(=O)Nc1ccccc1C(=O)NCc1ccco1)S(=O)(=O)c1ccccc1 | 0.2 | 0.8 | -4.7 | 1.3 | 6.2 | 6.7 | 0.3 | 18.2 | 9.0
CC(On1nnc2ccccc21)C(=O)N1CCN(Cc2ccccc2)CC1 (stereo not given) | 0.5 | 0.0 | -11.4 | -10.0 | 1.3 | 5.9 | 0.4 | 11.6 | 6.4
Cc1cc(C(F)(F)F)nn1CC(=O)NCC1CCCO1 (stereo not given) | 1.8 | 0.7 | -11.9 | 0.6 | 2.8 | 6.8 | 0.4 | 10.4 | -6.3
CC(c1ccccc1)n1c(-c2cccs2)nc2c(c(=O)c3ccccc3n2C)c1=O (stereo not given) | 0.2 | 1.4 | -1.7 | -16.4 | / | -26.1 | 0.0 | 29.5 | -3.6
N#CC1=C(N)Oc2n[nH]c(-c3ccccc3)c2C12C(=O)Nc1ccccc12 (stereo not given) | 1.4 | -0.6 | -12.8 | 2.3 | 0.2 | 18.6 | -0.1 | 18.1 | -5.5
C=CCO/N=C(/CCC)C1=C(N)CC(C)(C)CC1=O | 0.2 | -0.9 | -28.0 | -9.1 | 11.7 | -14.1 | 0.3 | 36.7 | -2.8
Cc1ccc(/C=N/OC(=O)c2c(C)noc2-c2snnc2C)cc1 | 0.3 | -0.9 | -1.7 | -9.6 | / | -11.1 | 0.6 | 25.7 | -12.0
COc1ccc(NC(=O)CCNS(=O)(=O)c2ccc3c(c2)CCC(=O)N3)cc1 | -0.4 | 1.0 | -5.8 | 11.4 | 8.1 | -10.5 | 0.2 | 0.8 | -26.9
O=C(Cn1nnc(-c2ccc3c(c2)OCO3)n1)NCc1ccco1 | -1.2 | -3.9 | -9.3 | 22.8 | 1.9 | 7.0 | -0.6 | -22.2 | 2.8
O=C(CSc1nnc(CNc2ccccc2)o1)N1CCN(C(=O)c2ccco2)CC1 | 3.0 | 2.2 | -24.0 | 18.3 | 1.7 | -30.7 | 0.1 | -2.1 | -1.4
CC1(C)CC(=O)C(C(=O)c2ccccc2)C(=O)C1 | 0.9 | -1.5 | 12.0 | 35.2 | -5.8 | 17.7 | 0.9 | 13.8 | 1.5
CCN1CCN(S(=O)(=O)c2cc(OCC(=O)NC3CCCCC3)c(C)cc2Cl)CC1 | 4.7 | 0.6 | -2.9 | -12.2 | 7.7 | -26.3 | 2.5 | / | 16.9
C=CCn1c(SCC(=O)/C(C#N)=C(\C)N)nc2sc(CC)cc2c1=O | 0.2 | -0.1 | -14.4 | -3.5 | -8.5 | 0.9 | 0.5 | 24.6 | 9.2
COc1cc(CNC2CCCC2)cc(Cl)c1OCc1ccc(F)cc1 | 1.4 | 0.3 | -11.8 | -47.8 | 2.0 | -1.1 | 1.1 | 67.1 | -9.5
CCOP(=O)(c1ccc(N(C)C)cc1)C(O)c1ccccc1OC (stereo not given) | 1.0 | 1.9 | -15.3 | -24.6 | 7.2 | 5.2 | 0.8 | 19.9 | -2.6
COc1cccc(CNS(=O)(=O)c2ccc3c(c2)CCN3C(=O)C2CC2)c1 | 1.4 | 0.0 | 3.5 | -18.5 | 7.4 | -18.6 | 2.5 | -14.2 | -21.4
COc1cccc(-c2cc(C(=O)Nc3c(C)nn(Cc4ccccc4)c3C)no2)c1 | -0.6 | -2.2 | 5.9 | -26.6 | -3.0 | 17.0 | -0.6 | 29.6 | 2.9
CCCCn1c(CNC(C)=O)nc2ccccc21 | 1.7 | -1.1 | -0.3 | 5.9 | -0.9 | -3.2 | -0.2 | 7.5 | 0.4
Cc1cccc(-c2nnc(-c3cccc(NC(=O)Cc4cccs4)c3)o2)c1 | -0.2 | 1.2 | -8.5 | -31.2 | 0.7 | -0.4 | -0.1 | 26.0 | -29.4
O=C(O)c1nn(-c2ccccc2-c2n[nH]c(=O)[nH]c2=O)c(=O)[nH]c1=O | 1.2 | -0.5 | 0.5 | 28.1&12.2 | / | -15.5 | 0.5 | -0.2 | -4.4
Cc1cc(Br)ccc1OCCCCN1CCC(C)CC1 | 1.2 | -0.5 | 8.9 | -45.3 | 14.0 | -25.5 | 1.5 | 5.7 | 3.1
C=CCN1C(=O)/C(=C\C=C2\N(C)c3ccccc3C2(C)C)SC1=S | 0.9 | 0.4 | -13.8 | 0.6 | 3.9 | 4.0 | 1.6 | 44.6 | -5.8
COCc1ccc(C(=O)Nc2ccc(C(=O)O)cc2)o1 | -0.6 | 1.8 | -7.8 | 13.1 | / | 6.4 | 0.7 | -21.2 | 13.5
Nc1nnc(SCc2ccc(Cl)cc2)s1 | -0.3 | 1.5 | -5.1 | -4.4 | 3.6 | -24.9 | -0.3 | -8.4 | 2.6
CCCC(=O)c1c(C)c2ccccc2n1C | -0.9 | -1.4 | -19.6 | 13.9 | 18.0 | -10.2 | 0.3 | -7.5 | -12.2
